Statin myotox sup: suppressors of simvastatin-induced myotoxicity in C2C12 myotubes | ATP luminescence, 48 h; scaled: DMSO 0, geranylgeraniol control 100 | rescue of ATP level, % at 7.49 µM | 0.78% of 330,000 active | AID 602340;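 active = mean ATP rescue above about 67%, or every replicate alone reaching that limit, limit read from the data, passing the limit was not always enough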;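 note: myotubes were challenged with 10 µM simvastatin during compound exposure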
E-sel inducer: E-selectin induction on HUVECs. HUVEC E-selectin immunofluorescence imaging; normalized: neutral wells 0, TNF-alpha wells 100. P16581. activation, % at 7.58 µM. 0.37% of 260,000 active;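 active = mean E-selectin-positive cell signal at least 10% of the positive control, reached in at least 60% of replicates, without over 20% cell loss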;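 note: in these data hits start at about 27%; measured in HUVEC primary endothelial cells; signal is the percent of cells scored E-selectin positive by PE staining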
Target sequence (P16581 whole entry, looked up): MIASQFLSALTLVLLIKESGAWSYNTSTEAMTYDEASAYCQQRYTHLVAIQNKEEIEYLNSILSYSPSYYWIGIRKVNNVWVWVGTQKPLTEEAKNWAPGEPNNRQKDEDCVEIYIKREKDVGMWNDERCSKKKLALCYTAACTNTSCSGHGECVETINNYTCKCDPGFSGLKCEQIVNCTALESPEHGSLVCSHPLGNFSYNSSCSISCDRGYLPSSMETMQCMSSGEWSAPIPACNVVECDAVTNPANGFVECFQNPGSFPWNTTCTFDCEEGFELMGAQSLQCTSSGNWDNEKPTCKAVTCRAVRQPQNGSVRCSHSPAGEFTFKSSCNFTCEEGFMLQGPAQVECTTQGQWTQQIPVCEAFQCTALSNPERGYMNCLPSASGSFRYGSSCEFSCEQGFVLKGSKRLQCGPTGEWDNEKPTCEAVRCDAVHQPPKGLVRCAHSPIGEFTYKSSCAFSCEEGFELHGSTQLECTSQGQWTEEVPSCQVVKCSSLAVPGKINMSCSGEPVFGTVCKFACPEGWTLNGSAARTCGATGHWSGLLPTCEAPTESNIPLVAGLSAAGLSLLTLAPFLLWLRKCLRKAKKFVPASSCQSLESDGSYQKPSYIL
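Assay system: HUVEC primary endothelial cells. Input: 3,000 HUVEC seeded per well. Doses: one compound dose added by pin transfer. Read-out basis: % PE-positive cells. Benchmarks: TNF-alpha high, DMSO low. Detection: immunofluorescence imaging. Buffer or medium: EGM-2, gelatin.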
Active calls of the source: *. A portion of the library; the hit share may differ from the screen's.

SMILES	Statin myotox sup	E-sel inducer
C[C@@H]1CN([C@@H](C)CO)C(=O)c2c(c3ccccc3n2C)-c2ccccc2CO[C@@H]1CN(C)C(=O)Cc1ccccc1	1.2	0.1
CNC[C@H]1OCCCC[C@@H](C)Oc2ccc(NS(=O)(=O)c3ccc(F)cc3)cc2C(=O)N([C@@H](C)CO)C[C@@H]1C	34.8	3.9
C[C@H](CO)N1C[C@H](C)[C@H](CN(C)C(=O)C2CCC2)Oc2ncc(-c3ccncc3)cc2C1=O	35.6	-0.3
CO[C@@H]1CN(C)C(=O)c2cc(NC(=O)C3CCOCC3)ccc2OC[C@@H](C)N(C(=O)c2ccccc2)C[C@@H]1C	-10.6	0.4
C[C@H](CO)N1C[C@H](C)[C@@H](CN(C)S(=O)(=O)c2cn(C)cn2)Oc2c(NC(=O)Nc3ccc(F)cc3)cccc2C1=O	-15.9	-14.6
CCc1cnc(N2[C@H](C#N)[C@@H](c3ccc(C#CCC4CCCC4)cc3)[C@@H]2CO)s1	6.1	-0.6
CCCN(C)C[C@H]1Oc2cc(-c3cccc(F)c3)ccc2S(=O)(=O)N([C@H](C)CO)C[C@H]1C	-36.9	-0.1
C[C@@H]1CN([C@@H](C)CO)C(=O)c2cc(Br)cnc2O[C@@H]1CN(C)C(=O)C1CC1	6.7	-0.5
C[C@@H]1CN([C@@H](C)CO)S(=O)(=O)c2ccc(C#CC3CC3)cc2O[C@@H]1CN(C)C(=O)Nc1cc(F)ccc1F	-10.2	0.1
Cc1ccc(S(=O)(=O)N(C)C[C@H]2Oc3c(NS(=O)(=O)c4cn(C)cn4)cccc3C(=O)N([C@H](C)CO)C[C@H]2C)cc1	-8.8	0.0
C[C@H]1CN([C@@H](C)CO)S(=O)(=O)c2ccc(C#CCN(C)C)cc2O[C@H]1CN(C)C(=O)C1CC1	10.6	0.0
C[C@@H]1CN([C@H](C)CO)S(=O)(=O)c2ccc(-c3ccccc3)cc2O[C@H]1CN(C)C(=O)C1CC1	-40.2	0.3
CCCC(=O)Nc1ccc2c(c1)C(=O)N(C)[C@@H]1CC[C@@H](CC(=O)NCc3cccc(F)c3)O[C@@H]1CO2	4.5	-0.3
C[C@H]1CN([C@@H](C)CO)C(=O)c2cc(C3=CCCCC3)cnc2O[C@@H]1CN(C)S(C)(=O)=O	39.1	-0.3
C[C@@H]1CN([C@H](C)CO)C(=O)CCCn2cc(nn2)CO[C@H]1CN(C)Cc1ccc2c(c1)OCCO2	7.4	0.3
C[C@H]1CCCCO[C@H](CN(C)C(=O)Cc2ccccc2)[C@@H](C)CN([C@@H](C)CO)C(=O)c2cc(N(C)C)ccc2O1	44.2	-0.4
Cc1ccc(S(=O)(=O)Nc2ccc3c(c2)C(=O)N([C@H](C)CO)C[C@@H](C)[C@@H](CN(C)C(=O)Nc2ccc4c(c2)OCO4)O3)cc1	-2.0	1.1
COc1cccc(-c2cnc3c(c2)C(=O)N([C@@H](C)CO)C[C@@H](C)[C@@H](CN(C)CC2CC2)O3)c1	-8.5	-0.4
C[C@H](CO)N1C[C@H](C)[C@@H](CN(C)S(C)(=O)=O)OCCCC[C@H](C)Oc2ccc(NC(=O)CCC(F)(F)F)cc2C1=O	-16.5	0.0
COc1cccc(C(=O)Nc2ccc3c(c2)C(=O)N(C)[C@H]2CC[C@H](CC(=O)NCc4ccccc4F)O[C@H]2CO3)c1	11.7	0.3
Cc1ccc(-n2c(SCC(=O)OC(C)C)nnc2-c2cnccn2)cc1	1.0	-1.1
C[C@H](CO)N1C[C@H](C)[C@H](CN(C)C(=O)CCC(F)(F)F)OCCCC[C@H](C)Oc2ccc(NS(C)(=O)=O)cc2C1=O	34.5	0.1
C[C@H](CO)N1C[C@H](C)[C@@H](CN(C)C(=O)c2cccc(F)c2)Oc2ncc(-c3ccccc3)cc2C1=O	-1.4	-0.1
C[C@@H]1CN([C@@H](C)CO)C(=O)Cc2cc(NC(=O)Nc3ccc(C(F)(F)F)cc3)ccc2O[C@H]1CN(C)S(=O)(=O)c1ccc(F)cc1	-29.5	1.0
C/C=C/c1ccc2c(c1)O[C@H](CN(C)C(=O)C1CC1)[C@@H](C)CN([C@H](C)CO)S2(=O)=O	3.7	0.3
Cc1ccc(S(=O)(=O)Nc2ccc3c(c2)C(=O)N([C@H](C)CO)C[C@@H](C)[C@@H](CN(C)Cc2ccc(Oc4ccccc4)cc2)O3)cc1	11.8	-0.3
C[C@H]1CN([C@@H](C)CO)C(=O)Cc2cc(NS(=O)(=O)c3ccccc3)ccc2O[C@@H]1CN(C)C(=O)Nc1ccc2c(c1)OCO2	-19.4	1.1
O=c1c2c(ncn2C2CCCC2)n(Cc2ccccc2)c(=O)n1CCOc1ccc(Br)cc1	2.6	-0.1
Cc1ccc(OC(=O)c2cc(=O)c3ccccc3o2)cc1	-2.4	0.5
C[C@H]1CN([C@@H](C)CO)C(=O)c2cc(-c3cccnc3)cnc2O[C@@H]1CN(C)C(=O)Nc1ccccc1	12.3	-0.1
COc1ccccc1-c1ccc2c(c1)O[C@H](CN(C)C(=O)c1cccnc1)[C@@H](C)CN([C@H](C)CO)S2(=O)=O	10.4	-0.1
C[C@H](CO)N1C[C@H](C)[C@H](CN(C)S(=O)(=O)c2ccc(Cl)cc2)Oc2ccc(NC(=O)CCCCCC(=O)Nc3ccccc3N)cc2CC1=O	-0.7	-12.4
CC(=O)N(C)C[C@H]1Oc2cc(C3=CCCCC3)ccc2S(=O)(=O)N([C@@H](C)CO)C[C@H]1C	-30.3	-0.3
CO[C@H]1CN(C)C(=O)c2ccc(NC(C)=O)cc2OC[C@@H](C)N(Cc2cccnc2)C[C@@H]1C	-4.6	0.1
C[C@@H]1CN([C@H](C)CO)S(=O)(=O)c2ccc(C#CCN(C)C)cc2O[C@@H]1CN(C)C(=O)C1CC1	18.6	-2.0
C[C@H]1CN([C@@H](C)CO)C(=O)c2cc(C#Cc3ccncc3)cnc2O[C@@H]1CN(C)Cc1ccncc1	39.2	0.0
CO[C@H]1CN(C)C(=O)c2cc(NS(=O)(=O)c3ccccc3)ccc2OC[C@@H](C)N(C)C[C@@H]1C	2.0	0.1
CO[C@@H]1CN(C)C(=O)c2cc(NS(C)(=O)=O)ccc2OC[C@H](C)N(Cc2ccccn2)C[C@@H]1C	-3.9	-0.1
C[C@H](CO)N1C[C@H](C)[C@H](CN(C)C(=O)Nc2ccccc2C(F)(F)F)OCc2cn(nn2)CCCC1=O	-14.0	-0.2
C[C@H]1CCCCO[C@@H](CN(C)C(=O)C2CCCCC2)[C@@H](C)CN([C@@H](C)CO)C(=O)c2cc(N(C)C)ccc2O1	-21.5	0.3

Three entries out of the list, arranged by molar mass, ascending.
SMILES	Statin myotox sup	E-sel inducer
CC(=O)N(C)C[C@H]1Oc2cc(C3=CCCCC3)ccc2S(=O)(=O)N([C@@H](C)CO)C[C@H]1C	-30.3	-0.3
CCCN(C)C[C@H]1Oc2cc(-c3cccc(F)c3)ccc2S(=O)(=O)N([C@H](C)CO)C[C@H]1C	-36.9	-0.1
C[C@@H]1CN([C@@H](C)CO)C(=O)Cc2cc(NC(=O)Nc3ccc(C(F)(F)F)cc3)ccc2O[C@H]1CN(C)S(=O)(=O)c1ccc(F)cc1	-29.5	1.0

(listing goes on)
SMILES	Statin myotox sup	E-sel inducer
C[C@H](CO)N1C[C@H](C)[C@@H](CN(C)C(=O)C2CCCCC2)Oc2ncc(C#CC3CC3)cc2C1=O	2.9	0.4
C[C@H]1CN([C@@H](C)CO)C(=O)c2cc(NS(=O)(=O)c3cccs3)ccc2O[C@@H]1CN(C)S(=O)(=O)c1cccs1	44.5	0.3
COc1cccc(-c2cnc3c(c2)C(=O)N([C@H](C)CO)C[C@H](C)[C@H](CN(C)S(=O)(=O)c2ccccc2)O3)c1	6.1	0.2
Cc1noc(C)c1NC(=O)N(C)C[C@@H]1OCCCC[C@@H](C)Oc2ccc(N(C)C)cc2C(=O)N([C@H](C)CO)C[C@@H]1C	12.6	-0.2
C[C@@H]1CCCCO[C@H](CN(C)S(C)(=O)=O)[C@H](C)CN([C@@H](C)CO)C(=O)c2cc(NC(=O)CCC(F)(F)F)ccc2O1	6.5	0.1
COc1ccccc1C#Cc1cnc2c(c1)C(=O)N([C@H](C)CO)C[C@@H](C)[C@@H](CN(C)S(=O)(=O)c1cn(C)cn1)O2	-2.1	0.0
C[C@@H]1CN([C@H](C)CO)C(=O)CCCn2cc(nn2)CO[C@@H]1CN(C)S(=O)(=O)c1ccccc1	-0.6	0.0
CCCC(=O)Nc1ccc2c(c1)OC[C@@H](C)N(C(=O)c1ccccc1F)C[C@H](C)[C@H](OC)CN(C)C2=O	-23.6	-0.1
C[C@@H]1CN([C@H](C)CO)C(=O)Cc2cc(NC(=O)CCCCCC(=O)Nc3ccccc3N)ccc2O[C@H]1CN(C)S(=O)(=O)c1ccc(Cl)cc1	-21.9	-4.2
O=C(C[C@@H]1C=C[C@H](NC(=O)c2cccnc2)[C@@H](CO)O1)NCCN1CCCCC1	-7.2	-0.3
CNC[C@H]1OCCCC[C@H](C)Oc2ccc(NC(=O)Nc3ccc4c(c3)OCO4)cc2C(=O)N([C@H](C)CO)C[C@@H]1C	35.7	0.0
CNC[C@H]1OCCCC[C@H](C)Oc2ccc(NS(=O)(=O)c3ccccc3)cc2C(=O)N([C@@H](C)CO)C[C@@H]1C	-52.0	0.0
Cc1cc(C)n2cc(CSCC(=O)O)nc2n1	11.4	0.0
O=C(CCCc1nc2ccccc2s1)NCc1ccc(F)cc1	-3.6	0.8
O=C(CCN1CCCCC1)NCC[C@@H]1CC[C@H](NS(=O)(=O)c2cccc(Cl)c2)[C@@H](CO)O1	11.8	-0.3
C[C@H](CO)N1C[C@H](C)[C@H](CN(C)S(=O)(=O)c2ccc(F)cc2)Oc2ncc(-c3ccc(F)cc3)cc2C1=O	28.0	0.0
C[C@H]1CN([C@@H](C)CO)C(=O)c2cc(-c3ccncc3)cnc2O[C@H]1CN(C)C(=O)C1CCC1	30.0	0.2
Cc1ccc(OC(=O)N(C)C[C@@H]2OCc3cn(nn3)CCCC(=O)N([C@H](C)CO)C[C@@H]2C)cc1	-0.6	0.1
C[C@@H]1CN([C@@H](C)CO)C(=O)c2cc(C#Cc3ccncc3)cnc2O[C@@H]1CN(C)Cc1ccncc1	23.4	0.1
CCCC(=O)Nc1ccc2c(c1)C(=O)N(C)C[C@@H](OC)[C@@H](C)CN(CC1CCOCC1)[C@H](C)CO2	3.9	-0.2
C[C@@H]1CCCCO[C@H](CN(C)Cc2ccc3c(c2)OCO3)[C@@H](C)CN([C@@H](C)CO)C(=O)c2cc(N(C)C)ccc2O1	14.8	1.7
COc1ccc(NC(=O)C(NS(=O)(=O)c2ccc3c(c2)CCCN3C(C)=O)C(C)C)c(OC)c1 (stereo unspecified)	10.4	-0.9
C[C@H]1CN([C@@H](C)CO)C(=O)c2cc(NS(=O)(=O)c3cccs3)ccc2O[C@H]1CN(C)S(=O)(=O)c1cccs1	-2.9	0.0
COc1ccc(CNC(=O)C[C@@H]2CC[C@@H]3[C@@H](COc4ccc(NC(=O)C(C)C)cc4C(=O)N3C)O2)cc1	-12.0	0.1
COc1ccc(NC(=O)Nc2ccc3c(c2)CC(=O)N([C@H](C)CO)C[C@@H](C)[C@@H](CN(C)C(=O)NC2CCCCC2)O3)cc1	2.0	0.0
COc1ccccc1C#Cc1ccc2c(c1)O[C@@H](CN(C)C)[C@@H](C)CN([C@H](C)CO)S2(=O)=O	-0.1	0.0
Cc1noc(C)c1NC(=O)Nc1ccc2c(c1)CC(=O)N([C@@H](C)CO)C[C@H](C)[C@@H](CN(C)Cc1ccc(C(F)(F)F)cc1)O2	61.5	-0.1
COCC(=O)N(C)C[C@@H]1Oc2cc(C#CC3CCCC3)ccc2S(=O)(=O)N([C@H](C)CO)C[C@H]1C	-19.1	0.5
Cn1c(CCN2CCOCC2)nc2cc(NC(=O)COc3ccccc3)ccc21	-4.1	4.2
C/C=C/c1cnc2c(c1)C(=O)N([C@H](C)CO)C[C@H](C)[C@@H](CN(C)C(=O)c1cccc(F)c1)O2	-15.1	3.6
C[C@@H]1CN([C@@H](C)CO)C(=O)CCCn2cc(nn2)CO[C@@H]1CN(C)C(=O)c1ccccc1	-4.4	0.0
C[C@@H]1CCCCO[C@H](CN(C)C)[C@H](C)CN([C@@H](C)CO)C(=O)c2cc(NC(=O)NC3CCCCC3)ccc2O1	15.4	-0.1
Cc1ccc(S(=O)(=O)Nc2cccc3c2O[C@@H](CN(C)Cc2ccc(Cl)c(Cl)c2)[C@@H](C)CN([C@@H](C)CO)C3=O)cc1	25.9	-0.4
CO[C@@H]1CN(C)C(=O)c2ccc(NC(=O)C3CC3)cc2OC[C@@H](C)N(CC2CCOCC2)C[C@@H]1C	1.2	0.0
CC(C)NC(=O)Nc1ccc2c(c1)C(=O)N([C@H](C)CO)C[C@@H](C)[C@@H](CN(C)C(=O)Nc1ccc(F)cc1)O2	-8.8	0.3
CN1[C@@H]2c3ccc(-c4ccc(F)cc4)c(=O)n3C[C@H]1[C@H](CO)[C@H]2C(=O)NC1CCC1	-4.5	-0.3
COc1ccc(S(=O)(=O)N(C)C[C@@H]2Oc3c(NC(=O)Nc4ccccc4)cccc3C(=O)N([C@H](C)CO)C[C@@H]2C)cc1	-26.6	-0.4

Two of the compounds above, with each value named:
CC(C)NC(=O)Nc1ccc2c(c1)C(=O)N([C@H](C)CO)C[C@@H](C)[C@@H](CN(C)C(=O)Nc1ccc(F)cc1)O2
  Statin myotox sup: -8.8
  E-sel inducer: 0.3

CN1[C@@H]2c3ccc(-c4ccc(F)cc4)c(=O)n3C[C@H]1[C@H](CO)[C@H]2C(=O)NC1CCC1
  Statin myotox sup: -4.5
  E-sel inducer: -0.3

In the list so far, 2 have bromine.
SMILES	Statin myotox sup	E-sel inducer
C[C@@H]1CN([C@@H](C)CO)C(=O)c2cc(Br)cnc2O[C@@H]1CN(C)C(=O)C1CC1	6.7	-0.5
O=c1c2c(ncn2C2CCCC2)n(Cc2ccccc2)c(=O)n1CCOc1ccc(Br)cc1	2.6	-0.1
